Compound activity deposited in PubChem by several laboratories.
Insulin prom inh = TRM-6 insulin promoter activity inhibition | TRM-6 cells (human fetal islet line), insulin promoter-eGFP reporter, imaging; reporter expression induced with tamoxifen | inhibition, % at 2 µM | 130,000 tested, 0.9% active;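 active means inhibition above the mean plus 3 SD, with well images judged a real hit on visual review, cut at about 60% in these data, passing the limit was not always enough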
sdo1 growth = sdo1-depleted yeast growth rescue; S. cerevisiae sdo1-depleted JHY4D growth rescue, OD600 30 h; hits give high values; pdr5 snq2 efflux-pump mutant strain; z-score at 10 µM; 140,000 tested, 0.21% active;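 active means z-score above 3 at both the 24 hr and the 30 hr optical density reads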;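 further: z-score against mean and SD of all compound wells on the same plate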
sdo1 growth Rescue 24 h = further read-out of sdo1 growth, marked with its call; z-score; S. cerevisiae sdo1-depleted JHY4D growth rescue, OD600; measured here: growth rescue at 24 h;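 0 is the plate mean of compound wells and units are plate SD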
An asterisk follows results filed as active; / = no result given; & = joins results of further samples.

Screens in order: Insulin prom inh, sdo1 growth, sdo1 growth Rescue 24 h
- CCOC(=O)C1C(c2ccc(C)o2)NC(=O)NC1(O)C(F)(F)F (stereo not drawn)
    /, 0.33, -0.59
- C=CCN1C(=O)C(C)S/C1=N\S(=O)(=O)c1ccc(Cl)cc1 (stereo not drawn)
    -55.2, 0.6, 0.36
- CC(C)C(C)NC(=O)COc1ccc(S(=O)(=O)N2CCOCC2)cc1[N+](=O)[O-] (stereo not drawn)
    -20.7, -0.09, -0.5
- COc1ccccc1Oc1ccc(N/C=C/C(=O)c2ccc(C)o2)cc1
    -23.8, /, /
- CCCOc1ccc(C(=O)C(CCC(CNCC)C(=O)c2ccc(OCCC)cc2)CNCC)cc1 (stereo not drawn)
    22.6, -1.21, -1.13
- CCOC(=O)c1c(C)oc2ccc(NS(=O)(=O)c3cccs3)cc12
    -53.1, -1.14, -0.48
- Cc1ccc(C(=O)N2N=C3c4ccccc4S(=O)(=O)N3[C@H]2N(C)C)cc1
    21.4, /, /
- Brc1cc(Br)c2nc(-c3cccs3)ccc2c1
    -37.5, -1.91, -1.36
- COc1cc(OC)cc(C(=O)NC(=S)Nc2ccc(Cl)c(C(=O)O)c2)c1
    25.8, 1.29, 0.38
- c1ccc(-c2nc(NCc3ccco3)c3ccccc3n2)nc1
    /, -1.42, -1.22
- O=[N+]([O-])c1ccccc1N/N=C/c1c[nH]c2ccccc12
    40.0, -2.28, -1.57
- Cc1ccc(-n2c(SCC(N)=O)nc3c([nH]c4ccccc43)c2=O)cc1
    /, -0.45, -0.57
- O=C(CN1CC(=O)Nc2ccccc21)NCCc1ccc(Cl)cc1Cl
    18.2, /, /
- CC(=O)N1CCN=C1SCc1c(F)cccc1Cl
    /, -0.16, -0.7
- O=C(O)CC1S/C(=N/N=C/c2ccc(-c3ccc(Cl)cc3[N+](=O)[O-])o2)NC1=O (stereo not drawn)
    /, 0.42, -0.33
- O=C(C1CCCN(S(=O)(=O)c2ccccc2[N+](=O)[O-])C1)N1CCCC1 (stereo not drawn)
    /, 0.55, 0.39
- Cc1cc(C(=O)CSc2nnnn2-c2ccc(O)cc2)c(C)n1Cc1ccc2c(c1)OCO2
    8.8, -1.05, 0.1
- COc1cc(C(=O)Nc2nc(-c3ccc(C)cc3)cs2)ccc1OCC(=O)N1CCOCC1
    -11.7, 0.64, 0.45
- O=C(NN=C1CCN(Cc2ccccc2)CC1)c1cc(Br)ccc1O
    -7.1, /, /
- Cc1ccc(C(=O)NN2C(=O)C3C(C2=O)C2C=CC3C23CC3)cc1 (stereo not drawn)
    -23.5, /, /

Shown bar-delimited: part of the list above.
SMILES | Insulin prom inh | sdo1 growth | sdo1 growth Rescue 24 h
c1ccc(-c2nc(NCc3ccco3)c3ccccc3n2)nc1 | / | -1.42 | -1.22
O=[N+]([O-])c1ccccc1N/N=C/c1c[nH]c2ccccc12 | 40.0 | -2.28 | -1.57

Further entries:
Screens in order: Insulin prom inh, sdo1 growth, sdo1 growth Rescue 24 h
- Cc1csc(N(C)C(=O)CSc2nnc(COc3ccccc3C)o2)n1
    -2.7, -0.92, -0.27
- CCc1ccccc1OCCCCCNCCO
    -21.9, 0.67, 0.49
- O=C(CSc1ncccn1)NCc1ccc(F)cc1
    /, 0.52, 0.12
- O=C(Nc1nnc(-c2ccco2)o1)c1ccc([N+](=O)[O-])s1
    5.3, /, /
- Cn1ncc2c(Nc3ccc(-c4ccccc4)cc3)ncnc21
    /, -1.47, 0.41
- COc1ccccc1OCC(=O)N1CCN(c2ccccc2OC)CC1
    /, 0.29, -0.27
- CC(OC(=O)Cc1ccc(Cl)cc1)C(=O)NCCC1=CCCCC1 (stereo not drawn)
    0.0, -0.59, -0.54
- CN(C(=O)c1cccc(C#N)c1)c1nnc(C2CCCO2)s1 (stereo not drawn)
    /, 1.65, 1.24
- COc1ccc(-n2nc(C(C)=O)c(=O)[nH]c2=O)cc1
    38.5, /, /
- CC(C)CC(=O)N1CCN(S(=O)(=O)c2ccc(F)cc2)CC1
    22.1, 0.36, 0.09
- COCCNC(=O)CN(C(=O)Cn1nnc2ccccc21)c1ccccc1
    8.3, 1.31, 2.28
- Cc1cc(/C=C(\C#N)C(=O)NC2CCCCCC2)c(C)n1C
    /, 0.66, 0.56
- C=CCN(CC=C)CCCOc1ccc(C)cc1OC
    47.1, /, /
- CCOC(=O)c1sc(NC(=O)c2cc(-c3ccccc3C)nc3ccccc23)c(C#N)c1C
    17.4, 0.1, 0.49
- O=C(Nc1nn[nH]n1)c1cccc(Oc2ccccc2)c1
    /, 0.34, -0.81
- CCOC(=O)C1CCN(C(=O)CCCCn2c(=O)[nH]c3ccccc3c2=O)CC1
    51.6, 0.51, 0.44
- CC1(C)N=C(SCC(=O)Nc2ccccc2)C(c2ccc(Cl)cc2)=N1
    43.8, 0.08, 0.68
- Cc1cc(NCCOCCO)n2ncc(-c3ccc(Cl)cc3)c2n1
    49.9, -0.63, -0.2
- COC(=O)c1nc(N)sc1-c1ccccc1
    -34.2, -0.04, -1.09
- Cc1cccc(-c2noc(CN(C(=O)c3c(-c4ccccc4Cl)noc3C)C(C)C)n2)c1
    /, -1.65, 0.63

Filtered by structure, those above containing an aryl thioether with sulfur outside any ring
Screens in order: Insulin prom inh, sdo1 growth, sdo1 growth Rescue 24 h
- Cc1ccc(-n2c(SCC(N)=O)nc3c([nH]c4ccccc43)c2=O)cc1
    /, -0.45, -0.57
- Cc1cc(C(=O)CSc2nnnn2-c2ccc(O)cc2)c(C)n1Cc1ccc2c(c1)OCO2
    8.8, -1.05, 0.1
- Cc1csc(N(C)C(=O)CSc2nnc(COc3ccccc3C)o2)n1
    -2.7, -0.92, -0.27
- O=C(CSc1ncccn1)NCc1ccc(F)cc1
    /, 0.52, 0.12

For convenience, part of the list above:
Screens in order: Insulin prom inh, sdo1 growth, sdo1 growth Rescue 24 h
- COC(=O)c1nc(N)sc1-c1ccccc1
    -34.2, -0.04, -1.09
- Cc1cccc(-c2noc(CN(C(=O)c3c(-c4ccccc4Cl)noc3C)C(C)C)n2)c1
    /, -1.65, 0.63

More structures:
Screens in order: Insulin prom inh, sdo1 growth, sdo1 growth Rescue 24 h
- O=C(Nc1ccc(S(=O)(=O)N2CCCC2)cc1)N1c2ccccc2Sc2ccccc21
    8.3, -0.67, 0.03
- Cc1nc2ccccc2n1CC(=O)N1CC(=O)Nc2ccccc21
    /, 0.97, 0.19
- COc1ccc(NC(=O)c2cccc(NC(=O)C3C4CC5OC(=O)C3C5C4)c2)c(OC)c1 (stereo not drawn)
    -36.4, 0.3, -0.5
- Cc1cccc(N2CCN(C(=O)CCNS(=O)(=O)c3ccc4c(c3)CCC(=O)N4)CC2)c1C
    /, -0.23, -0.84
- O=C(/C=C/c1ccc(S(=O)(=O)NCc2ccco2)cc1)N1CCN(c2ccccc2)CC1
    30.8, /, /
- O=C(O)c1ccc(N/N=C/c2ccc3c(c2)OCO3)cc1
    42.9, /, /
- C=CCOc1cccc(C2C(C(=O)c3ccc(C)o3)=C(O)C(=O)N2CCN(C)C)c1 (stereo not drawn)
    /, 1.2, 0.83
- Cn1c(=O)c2c(nc(NCc3ccco3)n2CCc2ccccc2)n(C)c1=O
    /, 0.05, -0.22
- CN(C)C(=O)COC(=O)/C=C/c1cn(-c2ccccc2)nc1-c1cccs1
    23.8, /, /
- Clc1ccc(Cc2nn3c(-c4ccncc4)nnc3s2)cc1
    -51.4, /, /
- CCOc1ccccc1-n1c(COc2ccc(C)cc2)nnc1SCC(N)=O
    /, -0.09, 0.37
- COc1ccc(NC2=NCCC2)cc1
    41.9, 0.36, -0.09
- Cn1nnnc1SCC(=O)c1c(N)n(C)c(=O)n(C)c1=O
    -50.0, 1.2, 1
- CCN(CC)c1ccc(C(=O)OCc2c(C)noc2C)cc1
    16.7, /, /
- OCc1n[nH]c(CO)n1
    /, 0.45, 0.39
- O=C(CCCN1C(=O)c2cccc3cccc(c23)C1=O)N1CCN(c2ccccc2O)CC1
    -7.7, -0.79, 0.03
- O=c1ccc2ccc(Oc3ccc([N+](=O)[O-])cc3[N+](=O)[O-])cc2o1
    -10.0, -0.28, 0.76
- COc1ccc(C2/C(=C(\O)c3cc(C)ccc3C)C(=O)C(=O)N2CCN(C)C)cc1OC (stereo not drawn)
    -408.3, 0.14, 0.1
- O=C(OCC(=O)N1CCCCC1)c1ccccc1SCC(=O)N1CCCCC1
    -33.3, /, /
- Cn1ccnc1SCC(=O)Nc1ccc2nc(SCC(=O)NC3CC3)sc2c1
    -6.7, -0.02, -0.62

Following part
Screens in order: Insulin prom inh, sdo1 growth, sdo1 growth Rescue 24 h
- CC(C)(C)n1nnnc1C(c1ccc(F)cc1)N(Cc1ccc(F)cc1)Cc1ccco1 (stereo not drawn)
    -13.2, -0.84, 0.41
- O=C(O)CCc1c(C(=O)O)[nH]c2ccccc12
    30.2, 0.28, -0.51
- CCOC(=O)CSc1ccc(S(=O)(=O)N2CCCC2)cc1[N+](=O)[O-]
    14.3, /, /
- c1ccc(-c2nnnn2CCOCCn2nnnc2-c2ccccc2)cc1
    -18.8, -0.72, -0.4
- COCC(C)N=C1NN=C(c2c[nH]c3ccccc23)CS1 (stereo not drawn)
    28.6, 0.62, -0.01
- CCOC(=O)c1c(NC(=O)CCN2C(=O)c3cccc([N+](=O)[O-])c3C2=O)sc(C(=O)OC(C)C)c1C
    31.0, 0.45, 0.41
- CCOC(=O)C1=C(C)NC(=O)NC1c1ccc(OCCO)c(OC)c1 (stereo not drawn)
    -41.7, -0.03, -0.63
- COC(=O)c1ccc(NC(=O)NS(=O)(=O)c2ccc(C)cc2)cc1
    /, 1.17, 1.1
- CN(C)c1cccc(C(=O)N/N=C/c2ccsc2)c1
    7.1, 0.15, -1.51
- Nc1c(C(=O)OCC2CCCO2)c2nc3ccccc3nc2n1C1CCCCC1 (stereo not drawn)
    -51.7, -1.01, -0.63
- CC(CSc1nnnn1-c1ccccc1)Cn1c(N2CCCC2)nc2c1c(=O)[nH]c(=O)n2C (stereo not drawn)
    31.2, -0.39, -0.84
- CC(=O)N(Cc1ccccc1)c1ncc2c(n1)c(=O)c(C#N)c1ccccn12
    -20.7, 2.21, 1.12
- CC(=O)Nc1ccc(S(=O)(=O)Oc2ccc(/C=N/NC(=O)c3ccc(Cl)cc3)cc2)cc1
    0.0, 0.96, 1.19
- CC(C)(C)NC(=O)CN(C(=O)C1CSC(=O)C1)c1ccc2c(c1)OCCO2 (stereo not drawn)
    -26.3, 0.97, 0.14
- O=C(Nc1cc(Cl)ccc1N1CCOCC1)c1cnccn1
    -330.8, -0.32, -0.03
- Cn1c(SCC(=O)Nc2cc(C(C)(C)C)nn2-c2ccccc2)nc2ccccc21
    13.3, -0.63, -0.6
- S=c1[nH]nc(-c2ccc(Cl)cc2)n1Cc1ccccc1
    56.2, -0.93, -1.09
- Cc1ccc(-c2cn(-c3ccccc3)c(SCC(N)=O)n2)cc1C
    /, -0.6, -0.46
- C=CC[C@H]1Cc2c(cccc2[N+](=O)[O-])[C@H](CC=C)N1
    -87.5, /, /
- O=C(NCC1(c2ccccc2)CCCC1)C1(c2ccccc2)CCCC1
    -38.9, -0.92, -0.84

Additional compounds
Screens in order: Insulin prom inh, sdo1 growth, sdo1 growth Rescue 24 h
- Cc1c(C(=O)OCC2CCCO2)[nH]c2c1C(=O)CC(c1ccc(N(C)C)cc1)C2 (stereo not drawn)
    /, 0.2, -0.04
- CCOc1ccccc1N(CC(=O)Nc1ccccc1C(=O)OC)S(C)(=O)=O
    /, -0.09, -0.61
- CCOC(=O)c1cnc2nc(SC)nn2c1N
    -100.0, /, /
- COC(=O)C1=C(C)N(CCc2ccc(OC)c(OC)c2)C(=O)/C1=C\N(C)C
    /, 0.12, -0.11
- Cn1c(CN2CCCCC2)nc2cc(NC(=O)c3ccc(F)cc3)ccc21
    /, 0.62, -0.42
- CCOC(=O)c1ccc(Nc2nc(C)cc(=O)[nH]2)cc1
    25.0, 2.66, 2.1
- CC(=O)Oc1c(-c2ccco2)oc2ccccc2c1=O
    29.4, /, /
- CCOC(=O)N1CCC(NC(=O)CCC(=O)c2ccccc2)CC1
    -7.1, 1.54, 1.2
- CCc1nn(-c2cc(Cl)ccc2OC)c2c1C(=O)CCC2
    -57.1, 0.79, 0.66
- CC(=O)N=C(N)Sc1nc2ccccc2[nH]1
    60.0, -0.57, -1.26
- CN(C)C=Nc1ncc2c([nH]c3ccccc32)c1C#N
    27.3, -0.05, -0.21
- CN(Cc1ccccc1)S(=O)(=O)c1ccc(Cl)c(C(=O)NCc2ccc3c(c2)OCO3)c1
    3.3, -1.01, -0.05
- Cc1cccc(OC(=O)c2ccc3nccnc3c2)c1
    42.9, 0.82, 1.07
- CC1CCCC(C)N1CC(O)COCC1COc2ccccc2O1 (stereo not drawn)
    /, -0.13&1.44, -0.75&1.41
- O=c1c(Cl)c(N2CCN(S(=O)(=O)c3ccccc3)CC2)cnn1-c1ccccc1
    40.0, -0.31, 0.07
- O=C(NCc1ccc(F)cc1)c1ccc(CS(=O)(=O)Cc2ccc(F)cc2)o1
    -22.2, 0.95, 0.91
- Nc1nc(CSC(=S)N2CCOCC2)nc(Nc2ccc(F)cc2)n1
    /, -0.11, -0.45
- O=c1oc2ccccc2n1CCc1ccccc1
    -50.0, 0.22, 0.06
- O=C(COC(=O)c1cn(-c2ccccc2)nc1-c1cccnc1)NC1CC1
    -8.3, /, /
- CC1CN=C(N(C(=O)Nc2ccccc2)c2ccc(S(=O)(=O)N3CCOCC3)cc2)S1 (stereo not drawn)
    28.9, -0.29, 0.25

These rows are one share of the data (hit frequency here may not be typical).
